aDG glyco act – activators of alpha-DG glycosylation, primary screen, uHTS, Pro5-aDG cells, AlphaScreen | activation, % at 10 µM | alpha-DG glycosylation AlphaScreen (IIH6); 0% Pro5, 100% B10-LARGE cell signal | 0.22% of 360,000 active | AID 624168, 2012;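 active = activation of at least 8% versus controls, or a plate z-score of at least 8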;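 also: Pro5 are CHO cells carrying HIG-tagged alpha-DG that lacks glycosylation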
Glyco luc inh – increase of ERlucT glycosylation luciferase signal, primary screen, N-linked glycosylation inhibitor project, D54 ERlucT cells, luminescence, set 2. D54 ERlucT glycosylation luciferase reporter, 24 h; percent of 100 nM tunicamycin response. reporter increase, % at 12.5 µM. 0.23% of 360,000 active. AID 588692, 2011;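 active = mean luciferase reporter signal, scaled so untreated is 0 and the glycosylation-blocking control 100, at or above a set limit in every replicate; inconclusive = mean reaches the limit but not every replicate does; inactive = mean below the limit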;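 also: luciferase carries N-glycosylation sites so blocking glycosylation raises the light; 0% = median of neutral control wells and 100% = median of 100 nM tunicamycin wells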
MC4R antagonist – MC4R antagonists of cAMP signaling, primary screen, cell-based, TR-FRET, antagonist arm of biased-ligand search; inhibition, % at 6.5 µM; 0.48% of 360,000 active; MC4R-expressing cells, MTII-stimulated cAMP, LANCE TR-FRET;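 active = inhibition above its plate's cutoff, the mean of tested wells on that plate plus 3 SD, cut at about 29% in these data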;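 also: 0% = Melanotan II alone and 100% = Melanotan II plus saturating MCL0020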
Target sequence (P32245 whole entry, looked up): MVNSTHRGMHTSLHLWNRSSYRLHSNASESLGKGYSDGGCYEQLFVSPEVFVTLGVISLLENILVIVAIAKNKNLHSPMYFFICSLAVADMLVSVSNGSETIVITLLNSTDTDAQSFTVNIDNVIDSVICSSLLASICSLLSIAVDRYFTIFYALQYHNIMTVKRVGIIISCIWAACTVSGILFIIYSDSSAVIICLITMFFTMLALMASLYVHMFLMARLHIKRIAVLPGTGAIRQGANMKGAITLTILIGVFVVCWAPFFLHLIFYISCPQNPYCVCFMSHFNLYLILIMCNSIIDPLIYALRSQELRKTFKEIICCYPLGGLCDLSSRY
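Test system: U2OS cells stably expressing human melanocortin 4 receptor (MC4R); also added: Melanotan II challenge; compound: 6.5 µM single dose; timing: 30-min compound preincubation, 1-h Melanotan II challenge, 1-h detection, room temperature; signal: Eu-cAMP/anti-cAMP TR-FRET, emission 671 nm; repeats: one well per compound, no replicates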
ABHD5 PLIN5 PPI – ABHD5-PLIN5 interaction inhibitors, primary screen, cell lysate, split luciferase complementation, luminescence; AID 602281, 2012; 0.78% of 360,000 active; inhibition, % at 4 µM; Split G. princeps luciferase complementation, 4 h; Perilipin-5 (Homo sapiens) + 1-acylglycerol-3-phosphate O-acyltransferase ABHD5 (Homo …;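 active = inhibition above the mean inhibition across every tested compound plus 3 SD, cut at about 22% in these data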;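 also: 0% = DMSO only wells and the 100% control is not disclosed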
m5-HT2A agonist – mouse Htr2a agonists via beta-arrestin recruitment, primary screen, cell-based, luminescence; CHO-K1 mHTR2A beta-arrestin complementation; percent of 30 µM serotonin response; activation, % at 7.6 µM; 5-hydroxytryptamine receptor 2A (Mus musculus), P35363; 0.66% of 360,000 active; AID 624169, 2012;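 active = activation above a run cutoff, the mean activation of all tested compounds plus 3 SD, cut at about 14% in these data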;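 also: 0% = plate median of compound wells and 100% = 30 µM serotonin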
Target sequence (P35363 whole entry, looked up): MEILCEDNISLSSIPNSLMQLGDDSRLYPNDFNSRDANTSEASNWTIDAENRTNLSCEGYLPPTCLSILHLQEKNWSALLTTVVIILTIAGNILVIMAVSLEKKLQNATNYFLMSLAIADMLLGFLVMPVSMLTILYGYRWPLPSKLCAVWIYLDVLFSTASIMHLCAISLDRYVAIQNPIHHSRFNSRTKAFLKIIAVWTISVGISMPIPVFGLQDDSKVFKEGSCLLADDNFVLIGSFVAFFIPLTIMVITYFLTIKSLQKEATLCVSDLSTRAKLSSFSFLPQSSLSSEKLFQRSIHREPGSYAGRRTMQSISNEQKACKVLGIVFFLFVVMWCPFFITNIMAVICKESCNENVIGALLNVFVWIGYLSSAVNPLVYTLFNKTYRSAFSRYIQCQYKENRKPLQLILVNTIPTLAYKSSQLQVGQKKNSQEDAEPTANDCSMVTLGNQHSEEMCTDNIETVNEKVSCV
Cardio protect – cardioprotection against H2O2-induced cell death, primary screen, uHTS, H9c2 cells, ATPLite luminescence; 0.63% of 360,000 active; protection from H2O2 cell death, % at 20 µM; AID 588492, 2011; H9c2 cardiomyocytes, H2O2 injury protection, 2 h;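 active = compounds giving at least 50% protection of heart cells from peroxide-induced death in the single-dose screen, raw or plate-pattern-corrected value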;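 also: 0% = DMSO wells with peroxide and 100% = DMSO wells without peroxide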
iPSC survival up – enhancers of single-cell hiPSC survival, primary screen, ATPlite luminescence. 0.044% of 360,000 active. 100% = ROCK inhibitor wells, 0% = DMSO. survival enhancement, % at 20 µM. AID 602274, 2012; in the data active = survival enhancement above about 18%;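 also: cells exposed to compounds for 16 hours before the ATP read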
Granule exo inh – LAMP-1 surface exposure blockers, TALL-104 cells – cell-based, flow cytometry, MLPCN library, primary screen | TALL-104 LAMP-1 surface exposure; cells stimulated with thapsigargin and PMA | inhibition, % at 10 µM | 0.66% of 360,000 active | AID 651702, 2012;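 active = inhibition above about 55%, limit read from the data; inconclusive = no clear call, values can overlap the other calls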
ABCB6 inh MLPCN – ABCB6 transporter inhibitors, primary screen, K562-ABCB6 cells, flow cytometry, MLPCN library. K562-ABCB6 porphyrin accumulation, 1 h; active compounds read low. 0.19% of 360,000 active. fluorescence ratio to DMSO, % at 10 µM. ATP-binding cassette sub-family B member 6 (Homo sapiens), Q9NP58;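 active = fluorescence ratio to DMSO below 75%, the collection mean minus 3 SD; inconclusive = too few cells collected in the well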;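 also: signal is porphyrin accumulated inside mitochondria; 100% equals median channel fluorescence of DMSO control wells; lower ratio means ABCB6 inhibition with less porphyrin fluorescence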
MC4R ag barr – MC4R agonists recruiting beta-arrestin, primary screen, cell-based, luminescence, agonist arm of biased-ligand search | 0.98% of 360,000 active | AID 540308, 2011 | U2OS MC4R beta-arrestin complementation; percent of melanotan II response, DMSO zero | activation, % at 8.9 µM | Melanocortin receptor 4 (Homo sapiens), P32245;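 active = activation above a per-plate cutoff, the mean activation of sample wells on that plate plus 3 SD, cut at about 8% in these data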
Numbers without * were called inactive; u = inconclusive; x = not tested or not shown. An unsorted share of the library; 4.5% or so of the library scored in one or more.

1: COc1cccc(/C=C2/Oc3ccccc3N(CC(=O)NCC3CCCO3)C2=O)c1 (stereo not drawn)
2: CCOC(=O)C1=C(CSCc2ccccc2)NC(=O)NC1c1cc(C)ccc1C (stereo not drawn)
3: COc1ccccc1OCCNC(=O)/C=C/c1ccc([N+](=O)[O-])cc1
4: O=C(COC(=O)c1ccc([N+](=O)[O-])o1)c1ccccc1
5: CCOC(=O)[C@]12CCCC=C1N(Cc1ccc3c(c1)OCO3)C(=O)[C@H](CC(=O)N1CCOCC1)C2
6: COC(=O)[C@@H]1CCCN1Cc1c(C(=O)N2CCCCC2)nc2c(C)cccn12
7: OC(c1ccccc1)c1nc(-c2cccc3cccnc23)cs1 (stereo not drawn)
8: O=C(CCCSc1nc2sc3c(c2c(=O)[nH]1)CCC3)NCCCO

| screen / no. | 1 | 2 | 3 | 4 | 5 | 6 | 7 | 8 |
| --- | --- | --- | --- | --- | --- | --- | --- | --- |
| aDG glyco act | -0.4 | 1.2 | 0.4 | 0.0 | -0.1 | 0.2 | 0.2 | 0.7 |
| Glyco luc inh | -5 | -3 | 2 | 0 | x | 0 | 1 | 1 |
| MC4R antagonist | -1 | 5 | 21 | 8 | x | 5 | -9 | 4 |
| ABHD5 PLIN5 PPI | 14 | 0 | 0 | 2 | 4 | 1 | -7 | 6 |
| m5-HT2A agonist | 7 | -4 | -4 | 3 | -3 | -2 | 5 | 1 |
| Cardio protect | 12 | -14 | 18 | 15 | x | 2 | 0 | 58* |
| iPSC survival up | -0.1 | -3.0 | 0.2 | -0.8 | 0.0 | -0.6 | 4.0 | -0.8 |
| Granule exo inh | 8 | -1 | 8 | -1 | -4 | 2 | -7 | 0 |
| ABCB6 inh MLPCN | 94 | 99 | 95 | 97 | 97 | 102 | 99 | 96 |
| MC4R ag barr | -1.0 | 0.0 | -1.1 | -1.2 | x | -1.3 | -0.9 | 2.2 |

2 records drawn at random from those above:
6: COC(=O)[C@@H]1CCCN1Cc1c(C(=O)N2CCCCC2)nc2c(C)cccn12
8: O=C(CCCSc1nc2sc3c(c2c(=O)[nH]1)CCC3)NCCCO

| screen / no. | 6 | 8 |
| --- | --- | --- |
| aDG glyco act | 0.2 | 0.7 |
| Glyco luc inh | 0 | 1 |
| MC4R antagonist | 5 | 4 |
| ABHD5 PLIN5 PPI | 1 | 6 |
| m5-HT2A agonist | -2 | 1 |
| Cardio protect | 2 | 58* |
| iPSC survival up | -0.6 | -0.8 |
| Granule exo inh | 2 | 0 |
| ABCB6 inh MLPCN | 102 | 96 |
| MC4R ag barr | -1.3 | 2.2 |

The results go on.
9: O=C(CNS(=O)(=O)c1ccc2ccccc2c1)NCCc1ccccn1
10: COc1ccc(N2CCN(S(=O)(=O)c3ccc(-n4cnnn4)c(C)c3)CC2)cc1
11: O=C(NCc1ccco1)C1CC(c2ccccc2O)=NO1 (stereo not drawn)
12: CCNS(=O)(=O)c1ccc(NC(=O)Nc2cc(C)ccc2OC)cc1
13: CCC(=O)Nc1nnc(SCC(=O)Nc2ccc(F)cc2)s1
14: C=CCc1cccc(CNc2c(C)n(C)n(-c3ccccc3)c2=O)c1O
15: Cc1cccc(/C(N)=N/OC(=O)c2ccc3c(c2)OCO3)c1
16: CCN1CCn2c1nc(N1CCOCC1)nc2=O

| screen / no. | 9 | 10 | 11 | 12 | 13 | 14 | 15 | 16 |
| --- | --- | --- | --- | --- | --- | --- | --- | --- |
| aDG glyco act | -0.2 | 0.1 | -0.1 | 0.1 | 0.1 | -0.2 | -0.1 | 0.0 |
| Glyco luc inh | 1 | 1 | 6 | 3 | 2 | -5 | -14 | 4 |
| MC4R antagonist | 2 | 5 | -26 | 10 | 3 | 2 | -4 | 14 |
| ABHD5 PLIN5 PPI | 2 | 7 | 0 | 1 | -7 | 1 | 2 | -6 |
| m5-HT2A agonist | -4 | 3 | -5 | -7 | -3 | 4 | 3 | 0 |
| Cardio protect | -1 | -4 | 0 | -3 | -1 | -3 | -18 | 3 |
| iPSC survival up | -0.4 | -0.1 | 4.5 | -0.5 | -0.1 | 0.8 | -1.0 | 0.1 |
| Granule exo inh | -1 | -6 | 3 | -2 | 0 | 2 | u | -6 |
| ABCB6 inh MLPCN | 98 | 100 | 97 | 93 | 96 | 93 | 104 | 101 |
| MC4R ag barr | -1.6 | -0.4 | -1.2 | 1.9 | 0.1 | -1.2 | -0.3 | 0.7 |

One compound at a time, from the list above:
`C=CCc1cccc(CNc2c(C)n(C)n(-c3ccccc3)c2=O)c1O` is entered as aDG glyco act: -0.2; Glyco luc inh: -5; MC4R antagonist: 2; ABHD5 PLIN5 PPI: 1; m5-HT2A agonist: 4; Cardio protect: -3; iPSC survival up: 0.8; Granule exo inh: 2; ABCB6 inh MLPCN: 93; MC4R ag barr: -1.2
`COc1ccc(N2CCN(S(=O)(=O)c3ccc(-n4cnnn4)c(C)c3)CC2)cc1` is entered as aDG glyco act: 0.1; Glyco luc inh: 1; MC4R antagonist: 5; ABHD5 PLIN5 PPI: 7; m5-HT2A agonist: 3; Cardio protect: -4; iPSC survival up: -0.1; Granule exo inh: -6; ABCB6 inh MLPCN: 100; MC4R ag barr: -0.4

New compounds follow
17: CC(C)CCCC(C)NS(=O)(=O)Cc1ccccc1 (stereo not drawn)
18: Cc1cccc(CN2CCN(Cc3cnn(-c4ccccc4F)c3)CC2CCO)n1 (stereo not drawn)
19: CCOc1ccccc1OCCCCOc1ccccc1F
20: Cc1cccc(OCC(=O)NCCCNC(=O)c2cnccn2)c1
21: O=C(COC(=O)c1cccc(Cl)c1)NC1CCS(=O)(=O)C1 (stereo not drawn)
22: CC(C)n1ncc2c(C(=O)Nc3ccc(CC#N)cc3)cc(C3CC3)nc21
23: C/C(=N/Nc1ccc(C(=O)O)cc1)c1ccc(O)c(O)c1O
24: ON=C1C2CC=C(c3ccccc3)C1CCC2 (stereo not drawn)

| screen / no. | 17 | 18 | 19 | 20 | 21 | 22 | 23 | 24 |
| --- | --- | --- | --- | --- | --- | --- | --- | --- |
| aDG glyco act | 0.3 | 0.1 | 0.1 | 0.0 | 0.7 | -0.1 | -0.1 | 0.1 |
| Glyco luc inh | -2 | 1 | -2 | -1 | 3 | 6 | -1 | 3 |
| MC4R antagonist | -1 | 1 | 6 | 8 | 4 | 6 | -9 | -3 |
| ABHD5 PLIN5 PPI | -3 | 3 | -7 | 3 | 6 | -4 | -20 | 14 |
| m5-HT2A agonist | 3 | -8 | -2 | -4 | -2 | -5 | 7 | 8 |
| Cardio protect | -5 | 2 | -5 | -4 | 4 | 1 | 8 | -4 |
| iPSC survival up | -0.7 | 1.4 | 4.5 | 0.3 | 0.4 | -2.0 | -1.0 | -1.4 |
| Granule exo inh | 10 | -3 | 4 | 10 | -2 | -1 | -4 | 0 |
| ABCB6 inh MLPCN | 97 | 96 | 103 | 96 | 100 | 102 | 96 | 98 |
| MC4R ag barr | 1.6 | -0.8 | 0.5 | -0.3 | 1.1 | 0.3 | -1.2 | 0.4 |
